Assay outcomes as filed in PubChem BioAssay.
MIN6 prolif: MIN6 beta-cell proliferation induction; MIN6 cells proliferation, ATPlite luminescence, 48 h; cells starved in 0.2% serum; 100% = growth in 10% serum; proliferation, % at 10 µM; 330,000 compounds, 0.29% hits; AID 2380;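 active means compounds whose signal lies at least 3.5 SD above the mean of all wells on their plate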;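 further: 0% = DMSO-treated cells in low-serum medium and 100% = 10% serum control; some compounds called inactive have numbers as strong as hits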
A3G deaminase: APOBEC3G (human) deaminase inhibition | Q9HC16 | recombinant A3G, ssDNA deamination FAM/TAMRA fluorescence | inhibition, % at 20 µM | 330,000 compounds, 0.28% hits | AID 493012;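 active means inhibition of at least 40% at 20 µM, with no more than 30% in the related APOBEC3A deaminase screen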;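 further: plate controls were DMSO wells with A3G for no effect and wells lacking A3G enzyme for full effect; some compounds called inactive have numbers as strong as hits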
Target sequence (Q9HC16 whole entry, looked up): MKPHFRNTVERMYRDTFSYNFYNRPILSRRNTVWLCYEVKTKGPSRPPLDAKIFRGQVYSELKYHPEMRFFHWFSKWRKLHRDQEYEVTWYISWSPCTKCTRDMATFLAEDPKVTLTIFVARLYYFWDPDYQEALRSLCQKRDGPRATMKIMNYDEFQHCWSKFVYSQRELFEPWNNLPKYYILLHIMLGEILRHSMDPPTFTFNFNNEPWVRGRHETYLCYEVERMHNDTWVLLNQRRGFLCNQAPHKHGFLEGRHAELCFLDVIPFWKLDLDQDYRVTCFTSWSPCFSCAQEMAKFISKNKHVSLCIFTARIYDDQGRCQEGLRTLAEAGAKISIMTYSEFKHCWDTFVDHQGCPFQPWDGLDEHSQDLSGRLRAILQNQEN
hIAP inh: blocks human intestinal alkaline phosphatase; P09923; purified IAP, CDP-Star luminescence, 30 min; inhibition, % at 10 µM; 330,000 compounds, 0.12% hits; AID 2544;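 active means inhibition reaching a set limit with compound at 10 µM in the primary screen, cut at about 35% in these data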;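 further: plate controls were DMSO wells with enzyme for no effect and no-enzyme buffer wells for full effect; values of inactives mirror those of a sister screen read the other way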
ATG4B inh: blocks human ATG4B protease cleavage of LC3 substrate; Q9Y4P1; ATG4B cleavage of LC3-PLA2, NBD-HPC fluorescence, 1 h; inhibition, % at 8.33 µM; 340,000 compounds, 0.51% hits; AID 504462; in the data active means inhibition above about 40%
Target sequence (Q9Y4P1 whole entry, looked up): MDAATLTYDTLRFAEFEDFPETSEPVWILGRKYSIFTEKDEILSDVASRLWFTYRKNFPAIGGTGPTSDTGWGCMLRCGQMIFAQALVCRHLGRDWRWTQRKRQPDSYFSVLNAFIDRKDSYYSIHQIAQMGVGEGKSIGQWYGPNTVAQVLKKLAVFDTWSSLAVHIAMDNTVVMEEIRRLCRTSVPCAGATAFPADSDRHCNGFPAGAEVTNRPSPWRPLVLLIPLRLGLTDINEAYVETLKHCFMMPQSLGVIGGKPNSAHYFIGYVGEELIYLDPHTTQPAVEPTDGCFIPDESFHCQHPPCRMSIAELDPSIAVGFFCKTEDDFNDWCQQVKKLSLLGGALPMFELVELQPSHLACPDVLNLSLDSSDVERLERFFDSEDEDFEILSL
mIAP activ: increases mouse intestinal alkaline phosphatase activity; muIAP, CDP-Star luminescence, 30 min; hits give high values; 1 = vehicle-only enzyme signal, 0 = enzyme-free wells; activation factor at 10 µM; 330,000 compounds, 0.24% hits;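 active means activation factor of at least 2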; further: the source names both 10 and 20 µM as test concentration; values of inactives mirror those of a sister screen read the other way
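also added = chemiluminescent substrate CDP-Star | test system = mouse IAP enzyme | signal = chemiluminescence readout | compound = DMSO-dissolved test compounds | incubation = 30 min at room temperature | benchmarks = DMSO wells, no-enzyme wells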
mIAP inh: blocks mouse intestinal alkaline phosphatase; 330,000 compounds, 0.2% hits; AID 2806; purified mouse IAP, CDP-Star luminescence, 30 min; inhibition, % at 10 µM;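 active means inhibition of at least 40% at 10 µM in the primary screen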;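 further: plate controls were DMSO with enzyme for no effect and no enzyme wells for full effect; values of inactives mirror those of a sister screen read the other way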
MPTP inh: blocks calcium-induced mitochondrial swelling. inhibition, % at 10 µM. AID 602449. isolated mouse mitochondria, Ca2+ swelling absorbance, 30 min. 360,000 compounds, 1.4% hits;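 active means inhibition of 50% or more, scaled per plate between neutral and stimulator controls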;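 further: 0% = DMSO wells given calcium and 100% = 1 mM EGTA wells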
hIAP activ: increases human intestinal alkaline phosphatase activity | P09923 | purified human IAP, CDP-Star luminescence, 30 min; hits give high values; 1 = vehicle-only enzyme, 0 = enzyme-free background | activation factor at 10 µM | 330,000 compounds, 0.16% hits | AID 2524;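 active means activation factor of the enzyme at least 2-fold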; further: the source names both 10 and 20 µM as test concentration; values of inactives mirror those of a sister screen read the other way
APOBEC3A inh: inhibitors of human APOBEC3A DNA deaminase. recombinant A3A, FAM/TAMRA ssDNA deamination fluorescence. inhibition, % at 20 µM. 330,000 compounds, 0.41% hits. P31941;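 active means at least 40% inhibition at 20 µM here, with at most 30% in a related deaminase screen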;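 further: plate controls were A3A with DMSO for no effect and wells lacking A3A enzyme for full effect; some results filed as inactive read as strong as hits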
Target sequence (P31941 whole entry, looked up): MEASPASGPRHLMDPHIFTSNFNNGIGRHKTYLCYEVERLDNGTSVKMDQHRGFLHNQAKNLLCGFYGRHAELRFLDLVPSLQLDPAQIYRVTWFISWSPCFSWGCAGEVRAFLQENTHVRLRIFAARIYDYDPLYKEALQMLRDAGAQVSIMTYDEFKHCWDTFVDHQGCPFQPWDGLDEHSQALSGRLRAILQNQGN
Numbers without * were called inactive. Compounds as they come. About 3.3% of those tested had a hit in this group.

SMILES	MIN6 prolif	A3G deaminase	hIAP inh	ATG4B inh	mIAP activ	mIAP inh	MPTP inh	hIAP activ	APOBEC3A inh
Cc1ccc(Oc2ccccc2/C=C/C(=O)O)cc1	-1.5	10.0	-16.0	-18.1	1.04	-4.2	0.4	1.16	0.1
Cc1ccc(-c2nc(C3CCN(S(=O)(=O)c4ccc(C(C)(C)C)cc4)CC3)no2)cc1	-4.3	-5.8	16.7	-2.8	0.911	8.9	3.6	0.833	-3.2
CCOC(=O)CSc1nc2cc(C(=O)N3CCC(C(N)=O)CC3)ccc2c(=O)n1C1CCCCC1	-0.6	-3.7	-6.6	-3.4	1.03	-3.3	-2.7	1.07	-3.2
O=C(O)/C=C\C(=O)Nc1cc(O)ccc1[N+](=O)[O-]	0.9	2.0	-10.2	-5.0	0.801	19.9	0.8	1.1	4.8
O=C(Nc1cccc(S(=O)(=O)N2CCCCCC2)c1)C1CCC1	6.1	-5.2	-5.0	-14.7	1.04	-3.9	-0.9	1.05	-3.4
CCNC(=S)N1CCC(c2nc3ccccc3s2)CC1	-1.5	-7.5	10.5	-6.2	0.981	1.9	1.5	0.895	-4.5
CC(=O)N=c1c(C#N)cc2c(=O)n3cccc(C)c3nc2n1CCCOC(C)C	-2.7	-1.9	-6.3	0.3	1.13	-13.4	1.9	1.06	1.2
CC(=O)c1cccc(NC(=O)c2ccc(OC3CSC3)cc2)c1	-3.8	-5.0	-5.4	-3.9	1	-0.5	0.2	1.05	-1.5
CN(C)c1ccc(C(c2ccc(N(C)C)cc2)c2ccc([N+](=O)[O-])cc2)cc1	-1.8	4.4	-3.5	5.1	0.906	9.4	3.7	1.03	-7.2
O=Cc1c(N2CCC3(CC2)OCCO3)nc2ccccn2c1=O	-0.1	4.6	3.3	7.2	0.962	3.8	1.4	0.966	1.3
COc1cc(/C=N/NC(=O)c2ccccc2)ccc1O	1.6	-16.5	1.8	-1.6	1.04	-4.2	0.0	0.982	-7.4
CN(Cc1ccc(C(F)(F)F)cc1)C(=O)c1ccc(Oc2ccccc2)cc1	-6.1	-5.2	15.8	2.7	1.03	-2.9	0.2	0.842	-0.1
CCn1c(NCc2c[nH]c3ccccc23)nc2ccccc21	0.0	1.9	-0.2	-15.3	0.991	0.9	0.8	1	-0.8
COc1ccc(-c2nc(CCNC(=O)c3ccc(Br)o3)cs2)cc1	-4.1	-6.5	3.8	0.2	0.992	0.8	-2.0	0.962	-0.1
COc1ccc(C2=NN(C(=O)CN3CCCC3)C(c3ccc(OC)cc3)C2)cc1 (stereo not given)	-3.0	-7.3	-11.4	-1.6	0.997	0.3	0.1	1.11	-0.7
O=C(NC(=S)Nc1ccc(Oc2ccc(Cl)cc2)cc1)c1ccccc1	-1.7	-0.6	5.8	-3.0	0.84	16.0	1.2	0.942	-3.6
CN(Cc1ccco1)S(=O)(=O)c1cc(F)ccc1CN1C(=O)c2cccnc2C1=O	-1.9	-4.1	-29.5	-7.0	1.03	-3.3	-1.8	1.29	-4.0
CCCCN(CCCC)CCNC(=O)c1cn(C)c2ccc(S(=O)(=O)N(C)C3CCCCC3)cc2c1=O	-6.8	-10.6	-12.6	3.6	0.93	7.0	0.6	1.13	-11.7
O=[N+]([O-])c1ccc(-c2ccc(/C=N/Nc3nc(N4CCCCC4)nc(N4CCCCC4)n3)o2)cc1	-4.0	-5.7	13.3	1.6	0.878	12.2	2.4	0.867	0.2
C/C(NC(=O)c1ccccc1F)=C1\C(=O)C[C@@H]2[C@H]1C2(C)C	-0.6	-5.6	-7.3	4.3	1.02	-1.6	4.1	1.07	0.2
N#CCCN(Cc1cccs1)C(=O)Nc1ccccc1	-1.1	10.2	6.8	-6.6	1.04	-4.2	1.2	0.932	-0.2
CO/N=C/c1ccc(N2CCOCC2)c([N+](=O)[O-])c1	1.7	-4.5	-8.2	4.9	0.911	8.9	-1.0	1.08	-0.3
O=C(Nc1ccccc1)ON=C1c2ccccc2-c2ccccc21	-2.2	1.5	9.1	-1.9	0.984	1.6	-0.1	0.909	5.1
O=C1C=C(NNC(=O)c2ccccc2Br)CCC1	-0.8	-2.7	12.4	-1.8	0.901	9.9	-0.9	0.876	1.3
N#CCCN(C(=O)COC(=O)c1ccc2c(c1)OCCO2)c1ccccc1	-2.6	-6.0	-4.8	-2.9	0.956	4.4	-0.5	1.05	-2.2

Whole records, quoted from the list:
CCCCN(CCCC)CCNC(=O)c1cn(C)c2ccc(S(=O)(=O)N(C)C3CCCCC3)cc2c1=O across the screens: MIN6 prolif = -6.8; A3G deaminase = -10.6; hIAP inh = -12.6; ATG4B inh = 3.6; mIAP activ = 0.93; mIAP inh = 7.0; MPTP inh = 0.6; hIAP activ = 1.13; APOBEC3A inh = -11.7
O=C1C=C(NNC(=O)c2ccccc2Br)CCC1 across the screens: MIN6 prolif = -0.8; A3G deaminase = -2.7; hIAP inh = 12.4; ATG4B inh = -1.8; mIAP activ = 0.901; mIAP inh = 9.9; MPTP inh = -0.9; hIAP activ = 0.876; APOBEC3A inh = 1.3

Continued:
SMILES	MIN6 prolif	A3G deaminase	hIAP inh	ATG4B inh	mIAP activ	mIAP inh	MPTP inh	hIAP activ	APOBEC3A inh
CC(C)CC(=O)N1CCN(Cc2ccc(C(F)(F)F)cc2)CC1	-3.1	-3.0	-8.7	0.8	1.01	-1.0	-0.3	1.09	-3.7
N=c1c2c(ncn1CCN1CCOCC1)Oc1cc(O)ccc1C2c1ccccc1 (stereo not given)	-0.6	-4.0	8.1	3.1	1	0.0	-0.9	0.919	-0.2
CCS(=O)(=O)c1ccc2oc(=O)c(/C=C(\O)c3ccc(Cl)cc3)nc2c1	0.8	1.6	-17.3	-5.9	0.997	0.3	14.0	1.17	-2.8
CN(CCC#N)C(=O)CC(Cc1ccccc1)C1CCOC(C)(C)C1 (stereo not given)	1.7	-5.5	-26.8	1.9	1.07	-6.6	1.7	1.27	-2.3
O=C(O)Cc1c(C(=O)O)nnn1-c1cccc(C(F)(F)F)c1	3.0	-4.8	-5.9	-3.6	0.94	6.0	0.1	1.06	2.1
CCc1noc(C)c1C(=O)OC(C)C(=O)Nc1ccccc1OC (stereo not given)	3.7	-8.4	-10.3	-7.7	0.941	5.9	-1.2	1.1	-1.7
CCC(=O)Oc1ccc(C(=O)Nc2cccc(NC(=O)c3ccco3)c2)cc1	0.0	-3.1	5.7	2.9	0.984	1.6	-1.2	0.943	0.5
O=C(Nc1cccc2nsnc12)c1ccc(-c2ccc(Br)cc2)o1	-0.5	-5.2	13.6	9.4	0.851	14.9	2.0	0.864	-2.3
CC(c1ccccc1)c1nnc(NC(=O)c2ccc3c(c2)OCO3)s1 (stereo not given)	-4.5	3.6	14.1	4.2	1.05	-4.7	3.7	0.859	-0.2
Cc1[nH]c(=S)c(C#N)c2c1CCCC2	-0.7	50.2*	8.9	-0.8	0.938	6.2	-3.2	0.911	-4.7
Cc1ccc(CNCC(O)c2ccccc2)s1 (stereo not given)	0.0	-2.8	-8.7	5.8	1.03	-2.7	2.1	1.09	-6.3
COc1ccc(N2C(=O)/C(=C/N(C)C)NC2=S)cc1	-0.6	-6.9	-1.1	-2.0	1.02	-2.5	-0.5	1.01	-3.5
CCOC(=O)N1CCN(C(=O)Cn2ncc3c2-c2ccccc2OC3)CC1	2.1	8.7	14.8	-2.6	1.17	-16.6	-0.4	0.852	0.8
Cc1cc(SCn2nnc3ccccc3c2=O)nc2ccccc12	-1.3	-7.2	5.3	11.5	1.04	-4.4	-0.4	0.947	2.2
Cc1nn(-c2ccccc2)c(Cl)c1C1C(C#N)=C(N)Oc2c1c(C)nn2-c1ccccc1 (stereo not given)	-3.0	0.1	-17.4	-8.6	0.989	1.1	0.0	1.17	6.2
C/C(N)=C(/C#N)C(=O)COC(=O)C1=NN(c2ccccc2)C(=O)CC1	-0.6	-4.5	-37.7	-1.0	0.977	2.3	1.4	1.38	-2.8
NS(=O)(=O)c1ccc(CCNC(=O)c2ccc(CS(=O)(=O)c3ccc(Br)cc3)o2)cc1	0.3	-1.1	-4.4	-0.9	0.946	5.4	-2.0	1.04	-2.3
O=C1CC(c2ccc3c(c2)OCCO3)Oc2ccc([N+](=O)[O-])cc21 (stereo not given)	-7.1	-5.8	-9.2	2.0	0.91	9.0	4.8	1.09	-2.0
COc1ccc2[nH]c3c(NCCCN4CCCC4=O)ncnc3c2c1	0.0	-3.5	-7.4	-2.2	1.04	-4.3	-0.8	1.07	-1.1
CCC(C)(C)NC(=O)C(c1ccccn1)N(C(=O)c1csnn1)c1ccc(C)cc1 (stereo not given)	-1.7	-9.2	11.3	-1.6	1.05	-4.6	-0.3	0.887	-1.5
O=C(NCCc1cn[nH]c1)C1CCC(=O)N(CCc2cccc(F)c2)C1 (stereo not given)	0.8	-4.8	12.3	25.5	1.01	-1.3	-0.2	0.877	-2.5
CC(=O)Nc1ccc(NC(=O)Nc2ccccc2)cc1	0.7	-11.7	5.8	-5.2	1.02	-2.0	0.2	0.942	-4.3
Cc1ccc(/C=C/C(=O)O)cc1S(=O)(=O)NCCCC(=O)O	-3.3	-5.0	-10.8	-4.5	0.963	3.7	-0.1	1.11	-0.9
N#CCCCSc1nnc(-c2ccc(Cl)cc2)n1-c1ccccc1	-1.1	-7.4	5.4	-27.7	0.913	8.7	0.0	0.946	-0.8
CCC1CCCCN1C(=O)COc1ccc2c(c1)OCO2 (stereo not given)	-1.9	-3.5	7.4	5.7	0.983	1.7	0.3	0.926	0.3
Continuation.
SMILES	MIN6 prolif	A3G deaminase	hIAP inh	ATG4B inh	mIAP activ	mIAP inh	MPTP inh	hIAP activ	APOBEC3A inh
COc1cc(/C=N/NC(=O)CN(Cc2ccco2)S(=O)(=O)c2ccccc2)ccc1O	-1.5	-3.7	-19.0	-14.9	0.991	0.9	0.8	1.19	1.1
N/C(=N\OC(=O)c1ccc([N+](=O)[O-])cc1)c1ccccn1	-3.0	-5.3	11.0	-1.1	1.07	-7.0	0.6	0.89	-3.3
Cc1cccc(NC(=O)CSc2nnc(NC(=O)c3ccco3)s2)c1	-2.9	-0.9	8.6	-3.3	0.977	2.3	0.3	0.914	3.5
c1csc(CSc2nnc3sc4ccccc4n23)c1	-1.6	-7.9	-0.8	0.8	0.968	3.2	0.3	1.01	-6.2
O=C(CN1CCOCC1)Nc1cccc(C(F)(F)F)c1	-1.7	-5.9	-2.5	1.7	1.03	-2.9	-0.5	1.02	-4.8
CCOC(=O)N1CCC(NCCNC(=O)c2ccc(F)c(F)c2)CC1	4.4	-6.4	-1.6	-0.7	0.945	5.5	0.5	1.02	-3.2

Ordered by formula weight (highest first): part of the list above
SMILES	MIN6 prolif	A3G deaminase	hIAP inh	ATG4B inh	mIAP activ	mIAP inh	MPTP inh	hIAP activ	APOBEC3A inh
COc1cc(/C=N/NC(=O)CN(Cc2ccco2)S(=O)(=O)c2ccccc2)ccc1O	-1.5	-3.7	-19.0	-14.9	0.991	0.9	0.8	1.19	1.1
Cc1cccc(NC(=O)CSc2nnc(NC(=O)c3ccco3)s2)c1	-2.9	-0.9	8.6	-3.3	0.977	2.3	0.3	0.914	3.5
CCC1CCCCN1C(=O)COc1ccc2c(c1)OCO2 (stereo not given)	-1.9	-3.5	7.4	5.7	0.983	1.7	0.3	0.926	0.3
O=C(CN1CCOCC1)Nc1cccc(C(F)(F)F)c1	-1.7	-5.9	-2.5	1.7	1.03	-2.9	-0.5	1.02	-4.8
